# PP1 inh = counter-screen for PP5 inhibitors: inhibitors of human PP1-alpha; P62136; purified PP1alpha, OMFP fluorescence; inhibition, % at 6.7 µM; actives 0.9% (n = 320,000); AID 2235;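 active means inhibition above the mean inhibition of all tested compounds plus 3 SD, computed separately for each screening campaign, cut at about 15% in these data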
# Target sequence (P62136 whole entry, looked up): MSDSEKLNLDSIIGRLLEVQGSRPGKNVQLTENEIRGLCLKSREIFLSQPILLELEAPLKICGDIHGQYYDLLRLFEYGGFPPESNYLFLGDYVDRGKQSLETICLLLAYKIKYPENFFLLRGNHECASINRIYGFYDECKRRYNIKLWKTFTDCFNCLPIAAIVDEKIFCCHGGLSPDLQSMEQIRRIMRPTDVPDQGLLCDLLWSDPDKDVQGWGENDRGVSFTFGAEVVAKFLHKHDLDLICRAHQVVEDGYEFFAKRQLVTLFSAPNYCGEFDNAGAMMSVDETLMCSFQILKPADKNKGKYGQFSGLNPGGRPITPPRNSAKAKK
# PP5 primary = inhibitors of human protein phosphatase 5 (PP5). P53041. purified PP5c, OMFP substrate fluorescence. inhibition, % at 6.7 µM. actives 0.18% (n = 320,000). AID 1987;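 active means inhibition above the campaign's mean inhibition across all tested compounds plus 3 SD, cut at about 9.5% in these data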;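 further: 0% = DMSO only and 100% = 100 µM cantharidin control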
# Target sequence (P53041 whole entry, looked up): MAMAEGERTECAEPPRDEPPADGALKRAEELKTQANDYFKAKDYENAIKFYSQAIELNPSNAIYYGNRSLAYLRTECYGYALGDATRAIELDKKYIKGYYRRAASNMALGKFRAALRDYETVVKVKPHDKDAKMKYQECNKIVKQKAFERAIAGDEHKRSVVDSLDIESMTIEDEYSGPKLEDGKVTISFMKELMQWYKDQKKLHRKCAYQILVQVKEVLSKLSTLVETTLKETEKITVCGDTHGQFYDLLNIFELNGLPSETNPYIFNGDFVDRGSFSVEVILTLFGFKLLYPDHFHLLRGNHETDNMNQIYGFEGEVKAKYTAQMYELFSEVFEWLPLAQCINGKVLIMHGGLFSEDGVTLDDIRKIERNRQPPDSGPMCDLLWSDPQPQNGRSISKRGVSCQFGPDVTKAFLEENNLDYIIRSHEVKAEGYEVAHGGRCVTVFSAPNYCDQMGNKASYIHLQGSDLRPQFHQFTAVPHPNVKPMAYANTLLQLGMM
# Fh CTSL1 inh = blocks F. hepatica cathepsin L1 in PFM18AAP counter-screen; recombinant F. hepatica cathepsin L1, Z-Leu-Arg-MCA fluorescence; inhibition, % at 5.96 µM; actives 0.49% (n = 300,000);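 active means inhibition above the mean of all tested compounds plus 3 SD, set per screening campaign, cut at about 17% in these data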;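 further: 0% = plate median of test compound wells and 100% = 1 µM Z-Phe-Ala-diazomethylketone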
# core dimer inh = blocks dimerization of HCV core protein | AID 1899 | actives 0.33% (n = 300,000) | TR-FRET GST/Flag-core106 dimerization, 1536-well | inhibition, % at 5 µM;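 active means inhibition above the mean of all tested compounds plus 3 SD, set per screening campaign, cut at about 45% in these data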
#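 System: GST-tagged and Flag-tagged HCV core protein residues 1-106 / Input: core106 proteins, GST 13.5 nM and Flag 17 nM / Buffer or medium: KF-containing HEPES buffer, pH 7.45, DTT, CHAPS, BSA / Probe or stimulus: Eu-anti-GST and XL665-anti-Flag labelled anti-tag antibodies / Schedule: 4 h, 22.5 °C incubation / Technique: TR-FRET 671 and 617 nm emission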
# JMJD2C inh = blocks human GASC-1 demethylase activity. Q9H3R0. GST-JMJD2C(1-420) H3K9me3 demethylation, DELFIA europium. inhibition, % at 2.35 µM. actives 0.069% (n = 330,000);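 active means more than half of a compound's replicate wells show inhibition beyond 50%, single wells judged on their own value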;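 further: signal counts dimethyl H3K9 product captured on neutravidin plate; 0% = median of DMSO wells and 100% = 0.3 times that DMSO median; strong numbers were not always called active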
# TPT1 inhibitor = C. albicans TPT1 enzyme inhibition. inhibition, % at 5 µM. actives 0.81% (n = 300,000). recombinant caTPT1, FP RNA substrate dephosphorylation. AID 1962;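 active means inhibition above the mean of all tested compounds plus 3 SD, set per screening campaign, cut at about 24% in these data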;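 further: plate controls were DMSO alone for no effect and ferristatin control at 100 nM for full effect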
# proCasp3 act = activators of human procaspase-3; activation, % at 8.5 µM; P42574; recombinant procaspase-3 D3A, Ac-DEVD-pNA absorbance 405 nm; actives 0.11% (n = 330,000);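 active means activation above the mean of all tested compounds plus 3 SD, cut at about 21% in these data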;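 further: 0% = DMSO alone and 100% = DMSO wells spiked with extra 5 µM PC-3 D3A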
# Target sequence (P42574 whole entry D9A/D28A/D175A): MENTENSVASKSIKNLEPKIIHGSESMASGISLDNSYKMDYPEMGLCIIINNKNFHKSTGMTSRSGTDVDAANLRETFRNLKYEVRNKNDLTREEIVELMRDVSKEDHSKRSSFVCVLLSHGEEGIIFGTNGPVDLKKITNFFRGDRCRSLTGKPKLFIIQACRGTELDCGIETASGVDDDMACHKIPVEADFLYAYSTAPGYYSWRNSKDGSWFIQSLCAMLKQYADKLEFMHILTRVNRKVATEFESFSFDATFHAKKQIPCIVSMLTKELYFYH
#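 Technique: 405 nm absorbance of p-nitroaniline, reads at 0 and 120 min; Test system: Procaspase-3 D3A mutant; Incubation: 1 h enzyme-compound preincubation, then 2 h substrate reaction, 25 °C; Repeats: singlicate, each compound tested once; Benchmarks: low control DMSO wells, high control DMSO plus 5 µM PC-3 D3A.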
# Efflux pump inh = inhibitors of Candida antifungal efflux pumps expressed in yeast; AID 485275; inhibition, % at 10 µM; actives 0.44% (n = 330,000); S. cerevisiae Candida pump triplex, Nile Red efflux;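 active means plate passing quality check with inhibition over a set limit, or well fluorescence over plate mean plus 4 SD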;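 further: Nile Red retained in pooled yeast measured as flow cytometry median fluorescence; 0% = buffer negative control and 100% = Enniatin B positive control; higher means more Nile Red kept so more efflux inhibition; some compounds called inactive have numbers as strong as hits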
# procasp7 counter = activates human procaspase-7, counter-screen for procaspase-3 activators | P55210 | recombinant procaspase-7, Ac-DEVD-pNA absorbance 405 nm; D23A/D198A/D206A triple mutant, cannot self-cleave; scale: DMSO 0, 5 µM enzyme 100 | activation, % at 8.5 µM | actives 0.093% (n = 330,000) | AID 463210;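 active means percent activation above the screen-wide mean plus 3 SD, cut at about 25% in these data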
#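 signal = Epi-absorbance of released pNA at 405 nm, two timepoints | assay system = Uncleavable procaspase-7 mutant enzyme | reagent = Ac-DEVD-pNA substrate, 400 µM as added | times = 1 h enzyme–compound preincubation and 2 h substrate reaction, both 25 °C | benchmarks = low DMSO alone, high DMSO plus 5 µM PC-7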
# An asterisk follows results filed as active; nt = not tested or not shown.
# Below each SMILES – PP1 inh	PP5 primary	Fh CTSL1 inh	core dimer inh	JMJD2C inh	TPT1 inhibitor	proCasp3 act	Efflux pump inh	procasp7 counter
Cc1ccc(SCCNCc2ccco2)cc1
    -6.7	-5.7	8.8	-9.4	0.4	2.3	-7.6	-0.1	-1.8
COc1cccc(NC(=O)Cc2nnc(SCC(=O)NC3CCCCC3)n2C)c1
    -4.3	-4.5	-0.7	-4.7	-4.3	0.0	-5.5	-0.1	-8.1
COc1cc(-c2nnc(SCC(=O)c3ccc(C)cc3)o2)cc(OC)c1OC
    4.7	3.0	5.6	4.0	-3.5	-2.8	-1.3	0.0	4.2
CCCNC(=O)C1CC(c2ccccc2[N+](=O)[O-])=NO1 (stereo unspecified)
    3.5	-0.1	-7.6	-3.9	1.4	-5.5	6.0	-0.1	1.9
O=C(CSc1nc2ccccc2s1)CSc1nc2ccccc2s1
    5.0	3.0	-1.1	4.0	2.4	11.2	-4.9	0.3	-5.6
CC(C)COC(=O)C(C)Nc1n[nH]c(=S)[nH]c1=O (stereo unspecified)
    0.3	-1.8	1.2	-0.1	-2.4	-2.8	-1.3	0.0	6.0
COc1ccc(NC(=O)C(c2cc3c(cc2[N+](=O)[O-])OCO3)N(C)C)cc1 (stereo unspecified)
    -2.4	0.0	1.3	4.2	17.4	1.9	2.3	0.2	4.2
Cn1c(NCC(O)c2ccccc2)nc2c1c(=O)n(Cc1ccc(Cl)c(Cl)c1)c(=O)n2C (stereo unspecified)
    -3.5	3.6	3.1	-5.5	-0.6	-2.3	-1.6	0.0	2.9
O=C(c1ccccc1)N1CCN(Cc2ccccc2)CC1
    -1.8	2.0	-1.9	-2.6	-0.1	1.3	1.0	0.0	-8.5
CN(/C(=N/S(=O)(=O)c1cccs1)c1ccccc1)c1ccc(O)cc1
    -1.0	3.8	-0.4	2.2	-2.3	1.9	-0.6	0.1	-7.3
CCc1nc2ccc(C(=O)N3CCN(c4cccc(C(F)(F)F)c4)CC3)cc2nc1CC
    4.7	5.5	8.0	1.4	-0.6	-2.6	8.4	0.0	-1.3
CCOC(=O)c1cc(-c2ccccc2)sc1NC(=O)c1ccc(OC)cc1
    -3.9	0.9	-1.6	-1.3	12.3	3.2	-12.2	0.0	-7.3
CNC(=O)/C(C#N)=C/c1c(N2CCCCCC2)nc2ccccn2c1=O
    -3.0	-0.5	5.3	-3.2	-46.9	36.0*	-3.8	0.2	-2.2
COc1cccc(C2C(C#N)=C(N)Oc3cc(C)[nH]c(=O)c32)c1OC (stereo unspecified)
    -0.2	1.4	-0.8	-5.3	23.7	2.5	-1.2	0.0	6.0
COc1ccc(OC)c(NC(=O)Cn2cccc2)c1
    -3.5	1.1	1.6	-1.9	3.8	-1.8	3.5	-0.2	5.2
Nc1c(N(Cc2ccccc2)C(=O)COc2cccc(Cl)c2)c(=O)[nH]c(=O)n1Cc1ccccc1
    -2.6	2.2	0.8	3.3	88.3	-1.5	-10.2	0.0	12.9
CC1C=CCC2C(=O)N(c3cccc(C(=O)NCCc4ccccc4)c3)C(=O)C12 (stereo unspecified)
    2.0	-0.8	-0.3	3.4	0.9	21.0	-0.4	-0.2	12.4
Cc1csc2c(=O)n3c(nc12)CCCCC3
    -2.7	-1.4	2.2	0.3	11.5	2.1	0.3	-0.1	-1.1
Cc1ccc(NC(=S)Nc2cccc3ccccc23)cc1F
    -5.2	1.0	-2.1	3.5	9.0	-1.1	-11.7	0.0	-12.4
Nc1ncnc2nc(SCCc3ccccc3)[nH]c12
    -4.6	-0.9	0.5	1.7	-16.4	-0.8	-1.3	0.1	13.5
COc1cc(NC(=O)COc2ccccc2Cl)ccc1NC(=O)c1cccs1
    6.2	2.2	5.4	3.2	-2.4	-3.7	-1.6	0.1	-3.2
Cc1ccc(SCc2cn3cccnc3n2)cc1
    -2.4	-1.0	-1.9	0.8	-9.6	0.8	6.9	0.0	9.9
O=C(CN1c2ccccc2Sc2ccccc21)N/N=C/c1ccc(Cl)cc1Cl
    -2.8	-2.6	-0.3	4.8	-4.0	-0.8	11.7	0.0	2.3
O=C(NC1CCSc2ccccc21)c1cc([N+](=O)[O-])ccc1N1CCOCC1 (stereo unspecified)
    -2.1	-0.5	2.6	4.7	-0.5	-0.9	0.2	-0.1	4.2
CC1(C)CC(=O)C=C(c2ccc(Oc3ccccc3)cc2)C1
    1.6	3.9	nt	nt	15.1	nt	0.3	0.2	4.7
CC(C)(C)C1c2[nH]c3ccccc3c2CCN1CCCn1cccn1 (stereo unspecified)
    1.6	2.0	-0.5	5.4	-4.3	-1.4	-1.5	0.0	5.8
CCC1CN(C(=O)N2CCC(C(=O)NCc3ccccc3C)CC2)c2ccccc2O1 (stereo unspecified)
    -0.9	0.9	-2.1	-1.3	-0.1	1.4	-0.1	-0.1	11.0
CC(=O)Nc1ccc(CNC(=O)C[N+]2(C)CCOCC2)cc1
    -1.8	0.9	-3.5	0.6	6.9	-1.5	4.0	-0.1	7.8
Cc1cccc(NC(=S)N2CCN(C(=O)c3ccco3)CC2)c1
    -1.4	1.2	1.6	-7.0	4.0	-0.6	-0.8	0.2	-10.0
Nc1cc(=O)[nH]c(SCC(=O)Nc2ccc(Oc3ccccc3)cc2)n1
    2.4	1.4	-3.3	4.2	2.8	1.9	-1.3	0.1	2.2
COC(=O)Cn1c(CCS(=O)(=O)c2ccc(C)c(C)c2)nc2ccccc21
    -4.0	4.4	-2.0	4.0	-5.3	0.3	-1.2	-0.1	13.4
C=CCNC(=S)NNC(=O)COc1cccc(Cl)c1
    -4.4	0.0	1.0	-0.7	37.4	-2.1	-15.8	-0.1	-20.2
Cc1csc2c(N3CCN(C(=O)NC(C)(C)C)CC3)ncnc12
    -3.8	-0.3	-8.4	-1.4	-19.2	-0.5	-15.0	0.0	5.4
CC(=O)Oc1ccc(/C=C(\NC(=O)c2cccc(Br)c2)C(=O)Nc2ccc(C(=O)O)cc2)cc1
    -3.4	-0.1	-10.4	1.3	17.0	1.2	-6.8	0.1	9.1
CCCCN(CC)C(=O)c1ccccc1Oc1ccccc1
    -1.4	1.2	-0.6	8.1	-1.1	-0.1	-5.3	-0.2	3.3
COC(=O)CCC(=O)c1ccn(S(=O)(=O)c2ccccc2)c1
    1.1	-1.5	-2.3	-18.4	11.2	-1.8	-1.3	0.0	-6.3
CCNC(=S)NNC(=O)C(c1ccccc1)c1ccccc1
    -2.8	1.0	0.8	-9.4	-10.1	-0.5	4.8	0.0	-16.4
CC(C)(C)c1cc(C(=S)N2CCN(CCO)CC2)cc(C(C)(C)C)c1O
    -0.8	-1.7	6.5	-3.0	0.1	-3.3	-14.9	0.1	-21.4
CN(C)C(=O)C1Cc2ccccc2CN1S(=O)(=O)c1cccs1 (stereo unspecified)
    0.6	0.7	-3.6	-4.4	-0.7	0.6	3.5	-0.1	-2.3
NCc1nc(-c2ccc(Cl)cc2)no1
    2.0	5.6	-7.7	-9.5	37.7	-0.2	1.7	0.0	-1.4
COC(=O)CNC(c1ccccc1)c1cc(Br)ccc1NC(=O)CCN1CCOCC1 (stereo unspecified)
    3.6	0.4	-0.6	-9.1	2.8	1.3	6.2	-0.2	-11.5
COc1cc(NC(=O)c2ccc(S(=O)(=O)N(C)c3ccccc3OC)cc2)cc(OC)c1
    nt	nt	nt	nt	5.0	nt	-7.1	-0.1	2.4
O=C(NC1CCCC1)C(c1ccc(N2CCOCC2)cc1)N(C(=O)c1ccco1)c1ccccc1F (stereo unspecified)
    -0.6	2.3	-3.3	6.1	44.5	6.3	1.3	0.1	-3.7
Cc1cc(N/N=C/c2ccc(Cl)cc2)nc(NCc2ccccc2)n1
    18.6*	5.5	1.0	-0.9	-6.8	2.1	-0.2	0.1	-0.2
Cc1ccc(N=C2NC(=O)/C(=C/c3cccn3C)S2)c(C)c1
    0.4	2.7	-0.5	3.7	-15.2	1.2	3.3	-0.1	-4.2
COC(=O)CCCC(=O)N(C)CC1CCCN(CCc2ccccc2C)C1 (stereo unspecified)
    2.3	4.0	3.2	-12.2	6.8	3.5	1.1	0.0	8.2
COc1ccccc1NC(=O)C1=C(C)NC(=O)NC1c1ccc(C)s1 (stereo unspecified)
    2.0	-1.5	-0.4	11.0	-2.8	2.8	2.4	0.1	6.7
O=C(NC(=S)Nc1ccc(S(=O)(=O)N2CCCCCC2)cc1)c1cccs1
    -2.0	0.4	2.4	12.4	7.3	2.9	1.3	0.0	7.3
O=C(NC(=S)Nc1ccccc1C(=O)O)c1ccc2ccccc2c1
    5.5	0.2	1.4	4.1	6.1	1.6	-1.5	0.1	-17.2
O=C(NCc1ccccc1)C1CCC1
    -0.9	-0.6	2.4	2.6	-15.1	-1.6	1.1	-0.1	1.9
Cc1cc(C)cc(NC(=S)Nc2ccc(Cl)c(Cl)c2)c1
    -1.2	2.3	-1.9	3.0	-35.4	-5.1	-5.1	0.0	0.1
COc1cc(C(=O)Nc2cccc(C(C)=O)c2)cc(OC)c1OC
    0.1	-2.8	-0.2	1.2	12.5	1.8	11.0	0.0	4.8
COC(=O)/N=C(/Cc1ccc(OC)cc1)c1ccc(OC)cc1
    0.1	1.3	-29.1	4.0	0.1	-1.0	8.9	-0.2	3.2
CC(C)OCCCNC(=O)COc1ccc2oc3c(c2c1)CCCC3
    2.7	0.0	8.8	-10.0	-1.0	-1.0	6.4	-0.3	-14.3
COc1ccc2cc(C#N)c(SCC(=O)Nc3nonc3C)nc2c1
    6.4	1.4	2.4	-54.9	4.4	5.6	1.1	0.0	5.9
N#Cc1ccccc1OCC(=O)NCc1ccccc1CN1CCCC1
    -2.0	-0.5	nt	nt	-1.1	nt	10.2	-0.1	5.3
Cc1ccc(Cn2c(C3CCCN3c3nc(-c4cc(Cl)c(N)c(Cl)c4)cs3)nc3cc(Cl)c(Cl)cc32)cc1 (stereo unspecified)
    4.7	-0.4	-0.8	9.7	-1.7	0.7	-4.3	0.0	-14.9
COC(=O)c1cn(Cc2ccccc2C)nn1
    -3.5	-3.1	-2.1	1.2	12.5	-2.1	-0.7	-0.1	10.0

# An excerpt from above in order of molecular weight, low to high:
# Below each SMILES – PP1 inh	PP5 primary	Fh CTSL1 inh	core dimer inh	JMJD2C inh	TPT1 inhibitor	proCasp3 act	Efflux pump inh	procasp7 counter
N#Cc1ccccc1OCC(=O)NCc1ccccc1CN1CCCC1
    -2.0	-0.5	nt	nt	-1.1	nt	10.2	-0.1	5.3
COC(=O)Cn1c(CCS(=O)(=O)c2ccc(C)c(C)c2)nc2ccccc21
    -4.0	4.4	-2.0	4.0	-5.3	0.3	-1.2	-0.1	13.4
O=C(NC1CCCC1)C(c1ccc(N2CCOCC2)cc1)N(C(=O)c1ccco1)c1ccccc1F (stereo unspecified)
    -0.6	2.3	-3.3	6.1	44.5	6.3	1.3	0.1	-3.7

# High-throughput results as filed in PubChem.
